Nrf2 inh – Nrf2 qHTS screen for inhibitors; Potency, µM (highest dose often 46 µM), for inactives: top-dose activity change, negative = inhibition, hits mostly inhibitors; A549 ARE-Fluc reporter, luciferase luminescence, 18-24 h; 360,000 compounds, 2.1% hits; also: potency is read from the fitted curve at half-maximal effect; % is scaled to controls: 0 for no effect and ±100 for the full control effect; nearly all actives have a fitted effect of over 60% in size
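Concentration-response testing used A549 ARE_Fluc cells at 5000 cells/well. Following an 18-24 h compound incubation, viability was read by fluorescence (Ex 405/Em 525) and luciferase output by luminescence.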
ATXN2 expr inh – Primary qHTS for Inhibitors of ATXN expression; HEK-293 ATXN2-luciferase reporter, luminescence, 24 h; Potency, µM (highest dose often 57 µM), for inactives: at the top dose activity change, negative = inhibition, usual class: inhibitors; 360,000 compounds, 0.72% hits; AID 1745845, 2022; also: potency is read from the fitted curve at half-maximal effect; % is scaled to controls: 0 for no effect and ±100 for the full control effect; nearly all actives have a fitted effect of over 55% in size
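qHTS (up to 57 uM final) was run with 24 h compound exposure of reporter cells at 37 °C. Each well was multiplexed: SteadyGlo luminescence measured ATXN2-luciferase expression after a fluorogenic Gly-Phe-AFC viability readout (25 uM final).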
ATXN viability – Viability Counterscreen for Primary qHTS for Inhibitors of ATXN expression; S2 cells (HEK-293 line with an ATXN2-luciferase reporter) viability, CellTiter-Fluor protease fluorescence, 24 h; Potency, µM (top dose mostly 56.7 µM), hits mostly cytotoxic; 400,000 compounds, 0.49% hits; AID 651635, 2014; also: potency is read from the fitted curve at half-maximal effect; nearly all actives have a fitted effect of over 40% in size
Nrf2 ARE act – qHTS of Nrf2 Activators. AREc32 ARE-luciferase reporter (MCF7-derived line), luminescence, 24 h. Potency, µM (highest dose often 46.1 µM), inactives show top-dose activation, usual class: activators. 410,000 compounds, 0.31% hits. AID 624171, 2012; also: potency is read from the fitted curve at half-maximal effect; % of control where 0% means no effect; nearly all actives have a fitted effect of over 65% in size
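Reporter line AREc32 (ARE-Fluc), seeded overnight in OPTI-MEM with 5% FBS; compound pin-transferred, 24 hr at 37 deg C, 5% CO2; luminescent read-out.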
HepG2 viability – qHTS for Inhibitors of TGF-b: Cytotox Counterscreen; HepG2 CAGA-GFP viability, ATP luminescence, 18 h; Potency, µM (highest dose often 46.1 µM), for inactives: top-dose activity change, negative = cytotoxicity, hits mostly cytotoxic; 410,000 compounds, 0.76% hits; also: potency is read from the fitted curve at half-maximal effect; some results filed as inactive show a strong effect at the top dose
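CellTiter-Glo luminescence gave cytotoxicity after 18 hours at 37 degrees C. The cells were HepG2 CAGA-GFP in 1% FBS DMEM, stimulated with 500 pg/mL TGF-beta after compound addition. %Activity was normalised to no-cell wells (complete cell-killing) and DMSO (no toxicity), and curves were fitted and classified.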
A549 tox – Nrf2 qHTS screen for inhibitors: counterscreen for cytotoxicity | A549 ARE-Fluc cells, CellTiter-Fluor viability, 18-24 h | Potency, µM (doses to about 46 µM), for the others: top-dose activity change, negative = cytotoxicity, actives largely listed as inhibitors | 390,000 compounds, 0.16% hits; also: potency is read from the fitted curve at half-maximal effect; % is scaled to controls: 0 for no effect and ±100 for the full control effect
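Cytotoxicity counterscreen: CellTiter-Fluor fluorescence was measured in A549 ARE_Fluc cells after 18-24 h of compound exposure in a concentration series. The subsequent BugLite luminescent read reports ARE-luciferase activity.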
IL1B secr inh – qHTS for Inhibitors of Inflammasome Signaling: IL-1-beta AlphaLISA Primary Screen; THP-1 LPS/ATP IL-1B secretion, AlphaLISA, 16 h; hits give low values; activity change, % at 57.5 µM; AID 743279, 2014; 360,000 compounds, 4.7% hits; in the data active = activity change below about -50%; inconclusive = mostly about -30% to -49%; also: % is scaled to controls: 0 for no effect and ±100 for the full control effect
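Secreted IL-1B measured by AlphaLISA bead assay after 16 h compound exposure of THP-1 cells; compounds (final up to 57.5 uM) added 1 h before LPS (250 ng/mL) and ATP (1.25 mM) stimulation; lower signal means less secretion.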
MCF10A rereplic – A quantitative high throughput screen for small molecules that induce DNA re-replication in MCF 10a normal breast cells. MCF 10A DNA re-replication, Hoechst nuclear intensity, 48 h. 350,000 compounds, 2.9% hits. Potency, µM (titrated, usually from 46.1 µM), for the others: at the highest dose activity, positive = re-replication, usual class: activators. AID 624296, 2012; also: potency is read from the fitted curve at half-maximal effect; % of control where 0% means no effect; nearly all actives have a fitted effect of over 50% in size
TGFb SMAD3 inh – qHTS for Inhibitors of TGF-b | 410,000 compounds, 1.2% hits | Potency, µM (highest dose often 46.1 µM), without a hit: at the top dose activity, negative = inhibition, actives largely listed as inhibitors | HepG2 CAGA-GFP TGF-b/SMAD3 reporter, GFP fluorescence, 18 h; TGF-beta stimulated, 500 pg/mL final; also: potency is read from the fitted curve at half-maximal effect; % is scaled to controls: 0 for no effect and ±100 for the full control effect; nearly all actives have a fitted effect of over 65% in size
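Cell-based qHTS in HEPG2 carrying a CAGA-GFP Smad reporter; compounds added before 500 pg/mL final TGF-beta, 18 h incubation at 37 degrees C, GFP fluorescence quantified per cell by imaging cytometry.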
The depositor's hits bear a star; i = inactive; ? = inconclusive; . = not tested or not shown; [ ] = dose if it differs, or a comment. Unless noted, calls follow the shape of the dose curve; as a rule, active = well fitted curve in the direction sought with a large enough effect; inconclusive = small, poorly fitted or top-dose-only effect, or another doubt; inactive = no such curve, though single readings can be large; an effect the other way counts as inactive or inconclusive.

SMILES	Nrf2 inh	ATXN2 expr inh	ATXN viability	Nrf2 ARE act	HepG2 viability	A549 tox	IL1B secr inh	MCF10A rereplic	TGFb SMAD3 inh
O=C(Nc1cc(S(=O)(=O)N2CCOCC2)ccc1N1CCOCC1)c1cc(=O)[nH]c2ccccc12	-1%	-7%	i	-0.7%	-7%	0%	0	-10%	?
CCCNC1=C(C)C(=O)CC1	1%	8%	i	0.0%	10%	1%	12	-10%	?
C[N+]1(CC#CC(O)(c2ccccc2)c2ccccc2)CCCC1	-18%	-2%	i	0.5%	5%	0%	-3	104%	-2%
COc1ccccc1CNC(=O)CCC(=O)Nc1nnc(C)s1	10%	1%	i	0.0%	-1%	1%	33	-2%	6%
CC/C(=N\NC(=O)c1ccc(-c2ccccc2)cc1)C12CC3CC(CC(C3)C1)C2	4%	-21%	i	0.3%	-25%	3%	12	11%	-12%
CCN(CC)C(=O)CSc1nc2c(sc(=S)n2-c2ccc(C)cc2C)c(=O)[nH]1	-14%	12%	i	0.1%	-33%	3%	30	6%	0%
Cc1ccc(-c2nnc(SCC(=O)N3CCCC3)o2)cc1	?	42%[activator]	i	2.3%	2%	4%	17	16%	3%
CCOC(=O)c1ccc(N2C(=O)CC(N3CCN(C(=O)c4ccco4)CC3)C2=O)cc1 (stereo not given)	9%	11%	i	0.1%	-8%	-5%	7	-5%	3%
C/C(CC(=O)NCc1ccccc1Cl)=N/NC(=O)c1ccccn1	?	20%	i	-0.8%	-40%	6%	11	7%	14%
O=S(=O)(Nc1ccccc1F)c1ccc2nsnc2c1	-14%	-7%	i	-0.9%	0%	8%	20	12%	-9%
CCN(CC)C1=CC(=[N+]2CCCC2)CC(C)(C)C1	8.2µM*	?	i	-1.0%	-23%	-7%	-10	0%	-28%
CC(C)c1nnc(NC(=O)CCC(=O)N2CCN(c3ccc(Cl)cc3)CC2)s1	-29%	-14%	i	2.0%	-7%	0%	44	13%	-8%
COc1cc(-c2cc(C(=O)NCCc3ccc(S(N)(=O)=O)cc3)c3ccccc3n2)cc(OC)c1OC	-7%	-7%	i	6.3%	-11%	6%	-52*	-8%	10%
CCOc1ccc(N(CC(=O)Nc2ccccc2C(=O)NCc2ccco2)S(C)(=O)=O)cc1	0%	18%	i	3.0%	2%	-1%	0	5%	-3%
Cc1ccc(-n2c(C)cc(C(=S)N3CCOCC3)c2C)cc1C	-17%	-19%	i	0.1%	-12%	-5%	-67*	-1%	-28%
CCN(CC)CCNc1nc2c(c(=O)n(C)c(=O)n2C)n1C/C=C(/C)Cl	11%	2%	i	-0.2%	-6%	-8%	-8	16µM*	-25%
O=C(CN1C(=O)S/C(=C\c2ccccc2)C1=O)NNC(=O)c1ccccc1O	30%	-16%	i	5.0%	47%	5%	1	?	-15%
O=C(CN1c2cccc3cccc(c23)S1(=O)=O)Nc1ccc(F)c(F)c1F	-21%	-16%	i	5.4%	10%	-2%	-14	?	-3%
O=C1N[C@@H](c2ccccc2)COC(=O)[C@H](Cc2ccc(F)cc2)C/C=C\C[C@H]1CC(=O)N(CCO)Cc1ccccc1	-3%	4%	i	-0.8%	-13%	2%	-22	4%	-4%
C=CCn1c(SCC(=O)Nc2ccc(Br)cc2)nc(O)cc1=O	.	.	i	-0.6%	2%	.	10	.	4%
COc1ccc(CCNCc2ccccc2N2CCCC2)cc1	28%	?	i	3.9%	-24%	0%	?	20%	13%
Cc1nc(SCC(=O)NCC(F)(F)F)c2c(-c3cccs3)csc2n1	?	.	i	3.4%	-19%	4%	0	?	-27%
Cc1ccc2c(ccc(=S)n2C)c1	-11%	1%	i	0.4%	-3%	-8%	-8	-7%	20%
CCN(CC)C(=O)Cn1cc(S(=O)(=O)CC(=O)Nc2cccc(NC(C)=O)c2)c2ccccc21	.	.	i	-0.5%	-6%	.	-18	.	-10%
CCC(=O)Nc1cc(-c2nn(C)c(=O)c3ccccc23)ccc1N1CCOCC1	-4%	1%	i	-0.1%	-22%	5%	28	12%	7%
Cc1cc(C(C)(C)C)cc(C)c1C(=O)O	0%	-4%	i	-0.6%	22%	0%	-7	-4%	0%
COCCNC(=O)C(=O)NCC1OCCN1S(=O)(=O)c1cc(F)ccc1F (stereo not given)	-12%	-6%	i	-1.3%	11%	0%	26	0%	5%
O=C(CCNC(=O)c1ccco1)Nc1ccc(OC(F)F)c(Cl)c1	-3%	-11%	i	2.1%	-19%	5%	-18	1%	-1%
COc1ccc(NC(=O)c2cc(C3CCCCN3C(=O)CCCc3ccccc3)on2)c(C)c1 (stereo not given)	.	-14%	i	5.3%	-18%	.	2	.	-9%
CC(=O)c1cccc(NC(=O)c2cc(=O)c3ccccc3o2)c1	-4%	.	?	?	0%	-1%	16	-1%	23%
Cc1ccccc1-n1cc(CNC(=O)C2CCC(=O)N(C3CC3)C2)cn1 (stereo not given)	-1%	-4%	i	0.4%	-10%	9%	0	-2%	-4%
Cc1cnn(C(=S)NCc2ccc(Cl)cc2)c1	17%	0%	i	3.6%	-21%	3%	-8	0%	-20%
Cc1cc(C)cc(C(=O)NCC(=O)OCC(=O)NC2CCCc3ccccc32)c1 (stereo not given)	-14%	9%	i	-0.7%	-29%	1%	19	-4%	0%
Cc1ccoc1C(=O)N1CCN(C(=O)c2occc2C)CC1	3%	3%	i	0.3%	3%	6%	-7	-6%	-2%
COc1ccc(C2=NN(C(=O)CSc3nnc(C)c(=O)n3N)C(c3ccco3)C2)cc1 (stereo not given)	?	.	i	12%	-2%	-3%	0	-3%	-3%
C[C@@H]1CC=C[C@@H]2[C@H]1C(=O)N(Cc1ccccc1)[C@H]2c1ccccc1Br	?	?	i	0.1%	-100%	2%	-16	?	?
CCOC(=O)C1(C)C=C(Nc2cccc(OC)c2)C(=O)N1c1ccccc1 (stereo not given)	13%	-2%	i	2.9%	-15%	0%	.	15%	0%
Cc1cccc2nc(CSc3ccc(Cl)cc3)cn12	?	28%	i	26%	-25%	20%	-11	-3%	3%
Cc1ccc(SCc2ccc(C(=O)Nc3cccc([N+](=O)[O-])c3)cc2)cc1	?	-9%	i	15%	-2%	-22%	-13	4.1µM*	0%
Cc1ccc(-c2nn(-c3ccccc3)cc2/C=C2\SC(=S)N(CC(=O)O)C2=O)cc1	-1%	.	i	0.2%	-20%	-1%	0	13%	-33%
CCC12CN3CC(CC)(CN(C1)C3c1ccc([N+](=O)[O-])o1)C2=O (stereo not given)	-3%	-39%[11.3 µM]	i	-0.7%	21%	-8%	12	-14%	4%
CCOc1ccc(NC(=O)C2Cc3ccccc3CN2S(=O)(=O)CC)cc1 (stereo not given)	2%	.	i	2.7%	-50%	-2%	-4	-2%	-2%
CN1CCN(c2ccc(CNC(=O)c3ccco3)cc2)CC1	8%	.	i	0.0%	-1%	3%	11	11%	-21%
CCOc1ccc(/C=N\NC(=O)c2c(C)nc3cc(C)ccn23)cc1	-18%	10%	i	-0.2%	3%	-19%	18	5%	14%
CCCc1nc2c(=O)n(C)c(=O)nc-2n(C)n1	23µM*	4.2µM*	.	-2.7%	1.1µM*	6.5µM*	-106*	10µM*	1.1µM*
CCN(C(=O)CSc1nnc(-c2ccccc2C)n1C)c1c(N)n(Cc2ccccc2)c(=O)[nH]c1=O	2%	0%	i	-1.4%	-3%	4%	9	9%	-14%
CN1CCC(=NNC(=O)CN(c2cccc(Cl)c2)S(C)(=O)=O)CC1	5%	6%	i	0.2%	10%	2%	-20	-3%	-7%
COc1cc(C(=O)NC2CCCc3ccccc32)cc(OC)c1OC (stereo not given)	?	34%[activator]	i	4.4%	-4%	4%	-10	1%	1%
C=Cn1cc[n+](CC(=O)c2ccc(Br)cc2)c1	-19%	.	.	-0.2%	8%	1%	31	-4%	-3%
N#C/C(=C\Nc1ccc(F)c(Cl)c1)S(=O)(=O)c1ccccn1	-10%	3%	?	2.9%	-2%	0%	6	0%	2%

(more compounds)
SMILES	Nrf2 inh	ATXN2 expr inh	ATXN viability	Nrf2 ARE act	HepG2 viability	A549 tox	IL1B secr inh	MCF10A rereplic	TGFb SMAD3 inh
Cc1cn(C2CC(O)C(CO)O2)c(=O)n(CCCc2ccccc2)c1=O (stereo not given)	9%	4%	i	0.7%	-13%	5%	0	-7%	-9%
O=C(Cn1c(=O)c2c(ncn2Cc2ccccc2)n(Cc2ccccc2)c1=O)N1CCCC1	.	-7%	i	-0.7%	1%	19%	15	1%	?
CCC(CC)C(=O)c1c[nH]c(C(=O)OC)c1	3%	-10%	i	-0.3%	-12%	-3%	2	0%	9%
Cc1ccc2c(C)c(C(=O)NCC3CCOCC3)oc2c1C	.	.	i	0.0%	2%	.	?	.	4%
Cc1ccc(-n2c(Cc3cccs3)nnc2SCC(N)=O)cc1	.	-2%	i	-0.5%	3%	8%	8	-20%	-2%

2 entries from above in a different format.
O=C(Cn1c(=O)c2c(ncn2Cc2ccccc2)n(Cc2ccccc2)c1=O)N1CCCC1
  Nrf2 inh: .; ATXN2 expr inh: -7%; ATXN viability: i; Nrf2 ARE act: -0.7%; HepG2 viability: 1%; A549 tox: 19%; IL1B secr inh: 15; MCF10A rereplic: 1%; TGFb SMAD3 inh: ?

CCC(CC)C(=O)c1c[nH]c(C(=O)OC)c1
  Nrf2 inh: 3%; ATXN2 expr inh: -10%; ATXN viability: i; Nrf2 ARE act: -0.3%; HepG2 viability: -12%; A549 tox: -3%; IL1B secr inh: 2; MCF10A rereplic: 0%; TGFb SMAD3 inh: 9%

Assay outcomes deposited in PubChem by National Center for Advancing Translational Sciences (NCATS).
